TbHK1 inh: blocks Trypanosoma brucei hexokinase 1 activity. recombinant TbHK1, G6PDH-coupled NADH A340. inhibition, % at 10 µM. actives 0.11% (n = 220,000);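 active means inhibition of 50% or more in the single-dose primary screen; inactive means inhibition below 50%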
CHOP inhibitor: blocks CHOP induction under ER stress; actives 3.8% (n = 220,000); inhibition, % at 10 µM; CHO-K1 CHOP-promoter luciferase, tunicamycin-induced, 15-18 h; AID 2732;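 active means compounds that reduced the stress-induced luciferase reporter signal by more than about 70% of percent inhibition, limit read from the data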;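 further: 0% = tunicamycin plus vehicle and 100% = wells without tunicamycin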
TNF necrop inh: blocks TNF-alpha induced death of Jurkat FADD-/- cells; AID 463075; activation (protection from cell death), % at 10 µM; actives 0.068% (n = 220,000); Jurkat FADD-/- TNF necroptosis rescue, ATP luminescence, 24 h; 0 = TNF only, 100 = no-TNF cells;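 active means activation, meaning protection from cell death, of at least 50% relative to plate controls; inactive means activation below 50%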;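 further: necroptosis triggered by 40 ng/mL TNF-alpha added together with compound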
PPC-1+TRAIL kill: kills PPC-1 cancer cells in the presence of TRAIL; PPC-1 cells + TRAIL, ATPLite viability luminescence; cell killing (% activity), % at 4 µM; actives 0.41% (n = 220,000);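 active means cell killing above 50% in the first pass at 4 µM, then a duplicate retest at 5 µM averaging 50% or more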;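 further: plate controls were cells with TRAIL plus DMSO for no effect and medium-only wells lacking cells for full effect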
PGE2 EP2 inh: EP2 receptor (human) inhibition; C6 glioma cells expressing human EP2, cAMP TR-FRET; cells stimulated with saturating PGE2; inhibition, % at 25 µM; actives 0.52% (n = 260,000); AID 1422;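 active means percent inhibition above 40 after rounding to a whole number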;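 further: rat C6 glioma host cells with rolipram phosphodiesterase inhibitor present; the protocol text gives 20 µM as final concentration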
Target sequence (P43116 whole entry, looked up): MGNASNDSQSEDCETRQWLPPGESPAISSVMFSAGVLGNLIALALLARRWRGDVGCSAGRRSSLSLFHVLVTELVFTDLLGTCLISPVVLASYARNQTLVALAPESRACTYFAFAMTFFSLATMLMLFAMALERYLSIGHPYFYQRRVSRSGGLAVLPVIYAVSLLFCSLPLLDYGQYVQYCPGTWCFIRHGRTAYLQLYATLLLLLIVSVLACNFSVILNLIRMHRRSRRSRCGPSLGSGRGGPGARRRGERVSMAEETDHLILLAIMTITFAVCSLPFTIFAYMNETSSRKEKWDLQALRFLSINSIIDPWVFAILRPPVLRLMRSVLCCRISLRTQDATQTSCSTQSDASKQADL
zVAD death inh: blocks zVAD induced death of L929 cells | L929 zVAD necroptosis rescue, ATP luminescence, 24 h; with zVAD 60 µM | actives 0.38% (n = 220,000) | viability rescue, % at 10 µM | AID 1377;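 active means activation, scaled between plate controls, above about 75%, limit read from the data; inactive means activation under that limit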;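 further: 0% = zVAD with DMSO and 100% = DMSO alone without zVAD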
FXIIa inh: factor XIIa (human) inhibition | P00748 | purified FXIIa, Boc-QGR-AMC fluorogenic substrate, 2 h | inhibition, % at 5 µM | actives 0.3% (n = 220,000) | AID 800; in the data active means inhibition above about 40%;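 further: 0% = enzyme with no compound and 100% = blank without enzyme; many of its hits are not listed in these tables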
FXIa inh 1536: inhibitors of human coagulation factor XIa; purified FXIa, Boc-Glu-Ala-Arg-AMC fluorogenic substrate; inhibition, % at 5 µM; actives 0.14% (n = 220,000);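 active means inhibition of at least 40%; inactive means inhibition below 40%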;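 further: fluorescence of freed AMC excited at 355 nm; 0% = enzyme without compound and 100% = no enzyme blank; many of its hits are not listed in these tables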
Wee1 degr inh: inhibitors of human Wee1 degradation | actives 1.2% (n = 220,000) | reporter increase, % at 5 µM | P30291 | HeLa Luc-Wee1K328M stability, luciferase luminescence; 100% = proteasome inhibitor MG132 effect;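 active means activation above the mean of all tested compounds plus 3 SD, set per screening run, cut at about 8.8% in these data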;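 further: cells exposed to compound for 20 h before luminescence read; 0% = DMSO alone and 100% = MG132 at 30 µM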
Target sequence (P30291 whole entry K328M): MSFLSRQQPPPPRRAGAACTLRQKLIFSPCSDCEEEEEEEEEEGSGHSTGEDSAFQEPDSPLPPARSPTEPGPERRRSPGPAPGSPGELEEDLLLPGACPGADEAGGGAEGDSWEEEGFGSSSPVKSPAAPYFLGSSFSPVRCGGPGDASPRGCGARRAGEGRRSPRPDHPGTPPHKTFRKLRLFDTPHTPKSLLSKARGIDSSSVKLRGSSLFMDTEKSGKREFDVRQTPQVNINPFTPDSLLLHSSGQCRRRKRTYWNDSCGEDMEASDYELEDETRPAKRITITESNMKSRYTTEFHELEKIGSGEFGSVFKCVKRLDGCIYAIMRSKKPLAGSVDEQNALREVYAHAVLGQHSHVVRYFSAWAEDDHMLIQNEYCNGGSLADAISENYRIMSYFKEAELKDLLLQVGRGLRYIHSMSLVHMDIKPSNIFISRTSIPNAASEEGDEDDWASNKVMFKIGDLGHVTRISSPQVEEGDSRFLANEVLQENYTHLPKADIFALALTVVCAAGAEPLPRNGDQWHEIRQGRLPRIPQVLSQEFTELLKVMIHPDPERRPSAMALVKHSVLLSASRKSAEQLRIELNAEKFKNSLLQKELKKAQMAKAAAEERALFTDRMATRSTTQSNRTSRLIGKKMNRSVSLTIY
The depositor's hits bear a star; · = not tested or not shown; & = joins results of further samples. Not all compounds are listed. The share of hits here may be higher or lower than overall.

SMILES	TbHK1 inh	CHOP inhibitor	TNF necrop inh	PPC-1+TRAIL kill	PGE2 EP2 inh	zVAD death inh	FXIIa inh	FXIa inh 1536	Wee1 degr inh
CCn1cc([N+](=O)[O-])nc1C	18.2	31.7	0.8	17.8	8.4	0.0	11.1	-0.7	-1.3
O=C(NCc1ccncc1)C12CC3CC(CC(C3)C1)C2	5.3	-3.1	0.2	13.1	1.7	0.2	14.9	6.9	-2.5
CCSc1nnc(Nc2ccc(C)cc2)s1	-3.1	9.0	3.7	5.8	5.3	0.7	15.0	17.7	4.2
Cc1nnn(C23CC4CC(CC(CC(=O)Nc5ccc(C)c(Cl)c5)(C4)C2)C3)n1	34.6	43.1	4.0	9.5	7.2	47.3	9.2	4.4	-2.6
CCOC(=O)C1CNc2cc(S(=O)(=O)CC)ccc2O1 (stereo not given)	5.2	13.5	-0.2	-18.9	27.2	-0.5	9.0	5.1	-0.2
CCCCNC(=O)CS(=O)Cc1nc(-c2cccc(Cl)c2)oc1C (stereo not given)	3.0	11.7	0.9	7.3	10.7	1.6	7.6	-0.6	-0.5
CCn1c(C)nc2cc(C(=O)NNC(=S)NC(=O)c3ccccc3)ccc21	-0.7	16.8	0.0	20.2	8.6	2.5	5.2	-2.1	-3.1
O=C(O)c1ccc(-c2ccccc2)[nH]c1=O	-39.0	8.2	1.1	24.8	8.3	-0.3	9.9	-1.0	2.6
O=C(Cn1cnc2ccccc2c1=O)Nc1nc2ccccc2s1	-1.5	-0.1	1.7	12.0	12.9	-0.1	5.6	-2.4	-1.1
O=C(OCn1ncc(Cl)c(Cl)c1=O)c1ccc(F)cc1	3.7	106.5*	-24.6	26.7	14.6	78.1*	-12.1	-1.1	3.1
C=CCC(C(=O)OC)(C(=O)OC)c1ccc([N+](=O)[O-])cn1	-3.1	-4.5	-3.6	5.3	·	0.1	15.5	2.5	-3.2
COc1cc(-n2c(=O)c3ccccc3n(CC(=O)c3ccc(F)cc3)c2=O)cc(OC)c1OC	-0.9	-1.4	1.1	-20.9	3.5	1.2	9.4	0.5	4.9
CC1CCC(C(=O)NC(C(=O)NCc2cccnc2)C(C)C)CC1 (stereo not given)	-8.0	16.0	0.2	25.4	6.9	0.2	9.8	-0.9	-0.4
COc1ccc(/C=C/C(=O)N(Cc2cccs2)C2CCS(=O)(=O)C2)cc1 (stereo not given)	-34.9	14.1	3.0	-6.9	9.6	0.3	7.3	-1.6	-3.4
CCC(=O)N(CCO)Cc1cc2ccc(C)c(C)c2[nH]c1=O	-17.6	-12.8	-1.7	21.6	11.3	0.1	11.1	5.2	2.0
CC(C)C(NC(=O)c1ccc(C(C)(C)C)cc1)C(=O)Nc1cccc(S(N)(=O)=O)c1 (stereo not given)	4.7	34.7	2.8	16.7	0.6	15.5	7.0	-4.0	-1.7
COC(=O)CCc1c(C)nc(N)[nH]c1=O	-4.8	0.3	0.7	5.5	9.2	0.7	11.3	-1.1	1.3
CCOC(=O)C1CCN(C(=O)/C=C/c2cc(OC)c(OC)c(OC)c2)CC1	32.5	15.7	1.1	6.2	10.2	0.4	10.2	3.2	-2.1
COc1cc2c(cc1OC)C(Nn1cnnc1)=NC1(CCCC1)C2	0.7	0.7	1.7	5.7	4.9	-0.3	2.0	-3.1	-1.7
CCOc1ccccc1NC(=O)c1ccc(F)c(S(=O)(=O)N2CCC3(CC2)OCCO3)c1	-9.3	23.8	1.4	12.4	8.8	1.9	-1.2	-2.1	-1.7
CC(C(=O)Oc1ccc2c(c1)OCO2)N1C(=O)c2ccccc2C1=O (stereo not given)	-2.8	40.0	-0.6	-2.3	16.6	1.0	56.8*	31.5	0.6
CN(C)NC(=O)c1csnc1-c1c(Cl)cccc1Cl	-3.9	-5.9	0.8	21.1	8.9	0.1	1.6	-5.5	8.0
CC1CC(C)CN(CCOc2ccccc2-c2ccccc2)C1 (stereo not given)	-4.5	92.6*	5.4	8.7	8.4	·	14.8	6.2	-1.8
O=C(O)c1ccc(CNCc2cccc(Cl)c2)cc1	-1.1	6.7	-0.9	9.2	4.6	-0.8	12.9	3.1	-0.2
CCN(CC)S(=O)(=O)c1ccc(N2CCCC2)c(C(=O)OCC(=O)N2CCCC2)c1	-5.0	-10.5	1.1	3.8	2.0	-0.4	8.2	0.9	5.4
Cc1ccc2nc(-c3ccc(NC(=O)CN(c4ccccc4C)S(C)(=O)=O)cc3)sc2c1	-15.9	70.2*	-14.8	12.6	15.5	0.5	11.6	11.9	4.4
O=C(c1ccc(F)cc1)N1CCCC(C(=O)N2CCN(c3ccccc3)CC2)C1 (stereo not given)	-10.8	-6.1	1.7	-8.8	6.8	-0.4	4.3	-0.7	-0.8
OCC1(CCc2ccccc2)CCN(Cc2cc(F)ccc2-n2cccn2)CC1	-0.6	10.0	1.7	6.9	15.5	-1.5	11.0	-2.7	-3.3
CCOC(=O)c1cnc(SC)nc1NCCOC	0.4	6.5	0.8	13.9	4.9	1.5	1.4	-2.6	-1.2
CCC(=O)Nc1nnc(SCc2cccc(F)c2)s1	-0.5	-11.5	2.3	30.5	10.9	1.4	-0.6	-3.9	1.3
COc1ccc(-c2cnnc(N/N=C/c3ccc(C)o3)n2)cc1	-19.3	9.1	0.2	-4.6	9.1	20.2	11.2	0.7	-3.2
COc1ccccc1/C=N/NC(=S)Nc1cccnc1	-30.8	-57.6	2.0	5.9	9.2	0.9	0.0	-1.6	-1.2
COc1cccc(-c2nnc(-c3ccc(C(F)(F)F)cc3)o2)c1	4.3	5.2	-0.6	8.1	15.1	-0.2	12.0	4.8	0.6
O=C(O)CC(c1ccc(Cl)cc1)N1C(=O)CCC1=O (stereo not given)	7.4	12.8	0.1	6.6	10.0	0.1	11.6	-3.5	2.0
O=C(Nc1ccc(N2CCOCC2)cc1)c1cccc(S(=O)(=O)N2CCCCC2)c1	-13.5	22.0	-4.8	13.5	·	-0.2	14.5	2.9	-1.0
CCCCCCN(C(=O)CCCCCN1C(=O)NC(c2ccc([N+](=O)[O-])cc2)C(C(=O)OCc2ccccc2)=C1C)C(C(=O)NCCCC)c1ccc(OCC(=O)OC)c(C(=O)OC)c1 (stereo not given)	0.1	18.9	-1.5	17.2	·	0.0	4.3	-0.1	·
O=C(c1nc(-c2ccccc2)n(-c2ccccc2)n1)N1CCN(S(=O)(=O)c2ccccc2)CC1	-5.3	19.9	-4.5	25.1	3.9	-0.9	12.7	2.6	-1.1
CC(=O)NCCC(=O)N1CCCC(C(=O)c2ccc3c4c(cccc24)CC3)C1 (stereo not given)	-13.4	9.3	0.0	8.1	5.2	-0.9	2.9	-5.5	2.2
c1ccc(OCCn2cnc3ccccc32)cc1	3.6	-9.2	-0.2	6.7	5.1	-0.3	-16.1	-21.8	-0.4
COc1cccc(/C=N/NC(=O)C(=O)N2CCCC2)c1	-13.6	·	-2.8	·	6.3	0.0	·	·	0.7
CCOC(=O)c1ccc(NC(=O)COc2ccccc2CNCCO)cc1	-0.4	16.7	3.4	5.8	8.4	1.1	6.1	-5.8	0.9
O=C(NN1C(=O)C2C(C1=O)C1C=CC2C12CC2)c1ccncc1 (stereo not given)	-2.6	10.3	-2.5	7.6	9.7	0.1	18.6	6.7	-1.2
CC(=O)c1sc(N/N=C\c2cccc(Br)c2)nc1C	-10.9	81.0*	2.9	48.5	6.2	5.1	-4.0	-8.0	-1.6
CCc1nc(SCC(=O)N2CCN(c3ccccc3)CC2)c2oc3ccccc3c2n1	-7.8	57.3	-11.5	33.0	7.6	-0.6	5.2	-4.2	-3.3
Cc1ccc2cc(CN(C)C(=O)C3CCCO3)c(=O)[nH]c2c1 (stereo not given)	-21.7	12.9	0.1	-8.2	8.7	1.0	8.0	4.5	-1.8

Single records (already shown).
Entry for O=C(O)CC(c1ccc(Cl)cc1)N1C(=O)CCC1=O (stereo not given) → TbHK1 inh = 7.4; CHOP inhibitor = 12.8; TNF necrop inh = 0.1; PPC-1+TRAIL kill = 6.6; PGE2 EP2 inh = 10.0; zVAD death inh = 0.1; FXIIa inh = 11.6; FXIa inh 1536 = -3.5; Wee1 degr inh = 2.0
Entry for COc1ccccc1/C=N/NC(=S)Nc1cccnc1 → TbHK1 inh = -30.8; CHOP inhibitor = -57.6; TNF necrop inh = 2.0; PPC-1+TRAIL kill = 5.9; PGE2 EP2 inh = 9.2; zVAD death inh = 0.9; FXIIa inh = 0.0; FXIa inh 1536 = -1.6; Wee1 degr inh = -1.2
Entry for O=C(Nc1ccc(N2CCOCC2)cc1)c1cccc(S(=O)(=O)N2CCCCC2)c1 → TbHK1 inh = -13.5; CHOP inhibitor = 22.0; TNF necrop inh = -4.8; PPC-1+TRAIL kill = 13.5; PGE2 EP2 inh = ·; zVAD death inh = -0.2; FXIIa inh = 14.5; FXIa inh 1536 = 2.9; Wee1 degr inh = -1.0

Next entries follow:
SMILES	TbHK1 inh	CHOP inhibitor	TNF necrop inh	PPC-1+TRAIL kill	PGE2 EP2 inh	zVAD death inh	FXIIa inh	FXIa inh 1536	Wee1 degr inh
CC(=O)Nc1ccc(NC(=O)C/C(C)=N/NC(=O)C(=O)N2CCCC2)cc1	2.4	-27.1	-2.5	-1.5	13.1	-0.2	12.9	-0.8	-3.4
Cc1ccc(OCc2csc(N)n2)cc1	7.3	-22.6	-1.7	7.9	4.2	0.8	0.0	-4.6	-0.7
CN(C)c1ccc(NC(=O)Cn2ncn3c(cc4ccccc43)c2=O)cc1	-5.1	-18.7	0.2	7.4	4.5	-0.2	7.0	6.8	7.9
Cc1nc2c3cnn(-c4ccccc4)c3ncn2n1	0.4	30.7	0.0	2.1	0.9	0.2	2.5	-7.0	-3.3
Cn1c(N)c(C(=O)COC(=O)C(Cc2ccccc2)NC(=O)c2ccccc2)c(=O)n(C)c1=O (stereo not given)	-2.7	9.7	0.3	16.7	2.3	3.1	1.2	-4.5	4.5
COc1ccc(NC(=O)c2sc(NC(=O)COc3ccccc3)nc2C)cc1	-2.0	32.7	0.1	10.6	9.2&3.3	1.6	10.2	4.3	-3.4
O=C(Nc1c(C(=O)c2ccccc2)oc2ccccc12)c1cc(-c2ccccc2O)n[nH]1	-3.2	89.7*	3.2	15.4	11.9	1.1	10.4	2.3	-0.6
O=C(CSc1ccccc1C(=O)O)NCc1ccc(Cl)cc1	0.1	18.2	2.2	21.3	9.7	1.0	2.4	-40.3	0.5
Cc1nn(Cc2c(F)c(F)c(F)c(F)c2F)c(C)c1NC(=O)c1ccc(COc2ccc(F)cc2)o1	7.7	63.7	-8.6	2.3	11.8	0.2	18.5	0.9	-3.3
CCOC(=O)c1ccccc1N/C=C1\CCCC1=O	-24.4	42.5	2.5	-1.8	5.4	0.3	11.9	-7.0	-0.5
Cc1ccc(C2=Nc3ccccc3SC(c3cccc([N+](=O)[O-])c3)C2)cc1 (stereo not given)	-10.9	-5.7	-8.3	14.3	4.9	0.7	3.1	0.1	-1.0
CC1(C)CC(=O)C=C(NCCCNC2CCCCC2)C1	58.6*	-28.4	0.9	7.6	1.5	0.2	4.2	4.1	3.9
CC(NC(=O)CSc1nc(=O)cc(N)n1CCc1ccccc1)c1ccccc1 (stereo not given)	1.8	-0.9	-0.1	-6.2	15.0	-0.4	1.3	1.4	-3.0

As entered above.
Under FXIIa inh, `CN(C)c1ccc(NC(=O)Cn2ncn3c(cc4ccccc43)c2=O)cc1` reads 7.0
Under FXIIa inh, `Cc1ccc(C2=Nc3ccccc3SC(c3cccc([N+](=O)[O-])c3)C2)cc1` (stereo not given) reads 3.1
Under FXIIa inh, `Cc1ccc(OCc2csc(N)n2)cc1` reads 0.0

Screens deposited in PubChem BioAssay by several laboratories.
